# Screening data (PubChem)
# IMPase Li cell: cell-permeable IMPase inhibitors with lithium potentiation | CHO-M1 cells, IP1 TR-FRET (IP-One), carbachol + lithium | 210,000 tested, 0.35% active | Potency, µM (doses to about 59.4 µM), without a hit: top-dose activity, negative = IMPase inhibition, usual class: inhibitors;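 note: IP1 builds up when IMPase is blocked and the TR-FRET signal falls; plate controls were basal vehicle for no effect and high inhibitor control for full effect; nearly all actives have a fitted effect of over 50% in size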
#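 Steps: plate 2000 CHO-M1 cells per well and culture 16–30 h; add compound and lithium; incubate 30 min, 37C; add d2-IP1 tracer and Eu cryptate anti-IP1 antibody in lysis buffer; read after 10 min at room temperature.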
# GoLoco inh red: blocks human Gai1 binding to RGS12 GoLoco peptide, red readout; Gai1:RGS12 GoLoco peptide FP, rhodamine, 10 min; Potency, µM (titrated, usually from 61.6 µM), for the others: at the highest dose activity, negative = inhibition, most hits filed as inhibitors; 230,000 tested, 0.44% active; active = well fitted inhibition curve with a large enough effect, not every such curve was filed as active; inactive = no such curve, though single readings can be large or run the other way; note: % is set by controls: 0 for no effect and ±100 for the full control effect; nearly all actives have a fitted effect of over 30% in size; many of its hits are not listed in these tables
# Target sequence (P63096 whole entry, looked up): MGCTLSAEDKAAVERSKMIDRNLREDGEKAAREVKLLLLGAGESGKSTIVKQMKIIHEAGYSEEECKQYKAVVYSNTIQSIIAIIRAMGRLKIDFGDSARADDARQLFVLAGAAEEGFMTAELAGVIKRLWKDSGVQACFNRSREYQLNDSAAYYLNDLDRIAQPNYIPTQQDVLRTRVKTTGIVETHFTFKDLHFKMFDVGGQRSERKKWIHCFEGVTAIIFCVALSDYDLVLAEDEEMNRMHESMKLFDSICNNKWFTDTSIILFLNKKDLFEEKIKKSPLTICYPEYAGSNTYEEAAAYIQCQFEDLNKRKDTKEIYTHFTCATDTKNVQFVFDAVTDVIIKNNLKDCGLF
# NPSR antag: antagonists of human neuropeptide S receptor cAMP signaling; Potency, µM (top dose mostly 38.3 µM), for inactives: at the highest dose activity change, negative = inhibition, hits mostly inhibitors; Q6W5P4; CHO-NPSR cells, cAMP TR-FRET, antagonist mode; AID 1461; 220,000 tested, 1% active; note: % is set by controls: 0 for no effect and ±100 for the full control effect; nearly all actives have a fitted effect of over 50% in size; many of its hits are not listed in these tables
# Target sequence (Q6W5P4 whole entry, looked up): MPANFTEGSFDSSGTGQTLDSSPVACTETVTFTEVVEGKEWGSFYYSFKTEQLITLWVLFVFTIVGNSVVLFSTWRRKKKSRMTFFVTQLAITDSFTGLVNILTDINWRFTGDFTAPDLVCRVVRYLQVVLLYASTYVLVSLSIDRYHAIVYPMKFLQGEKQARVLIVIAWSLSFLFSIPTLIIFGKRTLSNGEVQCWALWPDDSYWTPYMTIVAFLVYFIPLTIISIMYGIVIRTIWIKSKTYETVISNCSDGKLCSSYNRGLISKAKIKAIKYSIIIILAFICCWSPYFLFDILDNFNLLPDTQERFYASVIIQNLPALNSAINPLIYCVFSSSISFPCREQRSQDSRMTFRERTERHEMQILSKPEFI
# SMN2 splice enh: SMN2 splice variant enhancement | HEK293 SMN2-luciferase splicing reporter, luminescence, 30-36 h | Potency, µM (highest dose often 46.1 µM), without a hit: at the highest dose activity change, positive = activation, hits mostly activators | 210,000 tested, 2.8% active | AID 1458; note: % of control where 0% means no effect; nearly all actives have a fitted effect of over 55% in size
#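 HEK293 cells carry an SMN2 […]–luciferase reporter in which exon 7 inclusion puts luciferase in frame. Cells were plated 10-12 h before compound addition, then incubated 30-36 h at 37C. ONE-Glo luminescence was read; sodium butyrate at 4.5 mM final served as control.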
# Epigenetic reg: regulators of epigenetic silencing causing reporter derepression in mouse cells. murine LDR cells, GFP reporter derepression, 30 h. Potency, µM (series often up to 53.9 µM), without a hit: at the highest dose GFP activation, most hits filed as activators. 280,000 tested, 0.2% active. AID 1865; note: % of control where 0% means no effect; nearly all actives have a fitted effect of over 60% in size
#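 In this reporter-derepression format, murine cells bearing a silenced integrated CMV-GFP locus incubate with test compound (30 h, 37 C), then are washed and imaged; fluorescent objects of 20–120 um count as induced cells.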
# JMJD2E inh: inhibitors of human JMJD2E histone demethylase. B2RXH2. JMJD2E catalytic domain, FDH-coupled NADH fluorescence (FDH is formaldehyde dehydrogenase). Potency, µM (doses to about 57.1 µM), inactives show top-dose activity change, negative = inhibition, usual class: inhibitors. 230,000 tested, 1.6% active. AID 2147; active = well fitted inhibition curve with a large enough effect, not every such curve was filed as active; inconclusive = small, poorly fitted or top-dose-only effect, or another doubt; inactive = no such curve, though single readings can be large or run the other way;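 note: 0% = wells with enzyme and -100% = buffer wells without enzyme; nearly all actives have a fitted effect of over 50% in size; many of its hits are not listed in these tables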
# Target sequence (B2RXH2 1-337 limits assumed): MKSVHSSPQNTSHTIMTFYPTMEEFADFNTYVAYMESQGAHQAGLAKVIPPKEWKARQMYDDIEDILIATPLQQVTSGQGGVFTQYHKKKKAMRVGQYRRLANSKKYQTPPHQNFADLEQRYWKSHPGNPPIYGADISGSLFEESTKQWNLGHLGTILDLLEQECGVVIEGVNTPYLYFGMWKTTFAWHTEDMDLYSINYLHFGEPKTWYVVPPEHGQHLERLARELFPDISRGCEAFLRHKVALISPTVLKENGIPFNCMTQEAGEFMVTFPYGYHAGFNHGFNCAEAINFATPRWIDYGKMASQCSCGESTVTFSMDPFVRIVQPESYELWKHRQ
# RECQ1 helicase: RECQ1 (human) helicase inhibition; RECQ1 DNA unwinding, red fluorescence kinetic read; Potency, µM (top dose mostly 57.3 µM), inactives show at the top dose activity, negative = inhibition, usual class: inhibitors; 240,000 tested, 0.54% active; AID 2549;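 note: plate controls were vehicle for no effect and no enzyme for full effect; nearly all actives have a fitted effect of over 30% in size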
#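 50 nM RECQ1T1 preincubated 15 min with compound in Tris pH 8.0 buffer with MgCl2, DTT, Tween-20 and 2.5 ug/ml poly(dI-dC); started with 200 nM TAMRA/BHQ-2 forked duplex and 2 mM ATP. Unwinding read as fluorescence (525/598 nm), two reads 2 h apart.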
# Luc counter: blocks Kinase-Glo luciferase, a counter-screen artifact. Q27757. Kinase-Glo luciferase, ATP luminescence, 8 min. 200,000 tested, 0.28% active. Potency, µM (doses to about 38.3 µM), for the others: top-dose activity change, negative = inhibition, hits mostly inhibitors; note: % is set by controls: 0 for no effect and ±100 for the full control effect; nearly all actives have a fitted effect of over 60% in size
#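 Recombinant Kinase-Glo luciferase, 10 uM ATP (linear range), luciferin; imidazole pH 7.2 / KCl / MgCl2 / Tween / BSA buffer; 8 min RT; luminescence.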
# Active calls of the source: *; i = inactive; ? = inconclusive; nt = no result given; & = joins results of further samples; [ ] = dose if it differs, or a comment. Unless noted, calls come from the whole dose curve; as a rule, active = well fitted curve in the direction sought with a large enough effect; inconclusive = small, poorly fitted or top-dose-only effect, or another doubt; inactive = no such curve, though single readings can be large; an effect the other way counts as inactive or inconclusive. Potency is the fitted concentration of half-maximal effect. Not all compounds are listed; rates above refer to the full screens.
SMILES,IMPase Li cell,GoLoco inh red,NPSR antag,SMN2 splice enh,Epigenetic reg,JMJD2E inh,RECQ1 helicase,Luc counter
COc1ccc(Cl)cc1S(=O)(=O)N1CCN=C1C,-4%[38.3 µM],1%,-4%[46.1 µM],-7%,4.4%,4%,-7%,3%
O=C(COC(=O)C1CCCCC1)NCCc1ccccc1,1%,-13%,18%,-1%,1.1%,-2%,-10%,2%
Cc1ccc2oc(=O)n(CCOc3ccccc3)c2c1,12%,-14%,-1%,nt,3.2%,1%,i,4%
CC(=O)c1cccc(NC(=O)CCNS(=O)(=O)c2cccc3nsnc23)c1,-15%[38.3 µM],2%,-24%[46.1 µM],-14%,-0.7%,-5%,11%,1%
COc1ccc(-c2nn(C)c3sc(C(=O)N4CCOCC4)cc23)cc1OC,17%[38.3 µM],5%,-10%[46.1 µM],44%,0.0%,-26%,-3%,0%
C/C(=N\NC(=O)c1cc(C)oc1C)c1ccc(N2CCOCC2)cc1,12%,8%,9%,7%,-3.8%,?,-6%,0%
Cc1cc(=O)[nH]c(NCc2ccccc2)n1,nt,0%,37%,nt,1.2%,13%,?,nt
CC(C)COc1ccc(Cc2cnc(N)nc2N)cc1,-4%[38.3 µM],6%,-5%[46.1 µM],-9%,1.8%,3%,-4%,-1%
C=CCn1c(SCC(N)=O)nc(C)cc1=O,4%[38.3 µM],4%,12%[46.1 µM],nt,-1.0%,2%,i,5%
Cc1oc(-c2ccccc2F)nc1CS(=O)(=O)CC(=O)NCCN(C)C1CCCCC1,-19%[38.3 µM],9%,-1%[46.1 µM],5%,-1.5%,-3%,-9%,-2%
Cc1nc(Oc2cccc(Cl)c2)c2oc3ccccc3c2n1,23%[38.3 µM],-11%,-6%[46.1 µM],-13%,-1.0%,-6%,i,-3%
CC1(c2ccc3noc(-c4ccc(F)cc4)c3c2)OCCO1,14%[38.3 µM],-6%,-14%[46.1 µM],-72%[inhibitor],3.7%,-23%,2%,13%
CCCC(O)(CCC)C(=O)NNc1ccc(C)cc1,nt,10%,1%,nt,0.1%,1%,i,nt
CN(c1ccc(C(=O)Nc2ccc(CC#N)cc2)cc1)S(C)(=O)=O,2%,-5%,28%,-52%[inhibitor],1.3%,2%,-1%,1%
CSc1nnc(-c2ccncc2)n1/N=C/c1cn(-c2ccccc2)nc1-c1ccc(Cl)cc1,nt,4%,-26%,nt,0.0%,-9%,i,nt
CCOC(=O)N1CCC(n2c(SCC(=O)NCc3ccccc3)nc3ccccc3c2=O)CC1,11%[38.3 µM],8%,-23%[46.1 µM],-30%[inhibitor],-0.9%,-1%,-5%,3%
COc1ccc(C2/C=C\CN(S(=O)(=O)c3ccc4ccccc4c3)CC(=O)N2Cc2ccc(F)cc2)cc1 (stereo unspecified),nt,1%,-27%,nt,9.3%,1%,9%,nt
CC1(C)CC(=O)C(C(C2=C(O)CC(C)(C)CC2=O)c2ccc([N+](=O)[O-])cc2)C(=O)C1 (stereo unspecified),nt,nt,7%[46.1 µM],nt,0.0%,3%,-16%,nt
Cc1ccc(Cl)cc1NC(=O)COC(=O)C1CCCCC1,22%[38.3 µM],6%,-4%[46.1 µM],-4%,1.0%,9%,0%,2%
COc1ccc(C)cc1NC(=O)c1ccc(S(=O)(=O)N2CCOCC2)cc1,23%[38.3 µM],10%,-9%[46.1 µM],-10%,1.0%,-19%,5%,-3%
CC[C@H](C)[C@H](NS(=O)(=O)c1ccc(C)cc1)C(=O)N1CCC(C(=O)N[C@H](C(=O)O)C(C)C)CC1,-8%[38.3 µM],6%,0%[46.1 µM],1%,0.5%,-3%,-10%,-2%
COc1ccc(C(=O)NC(=S)Nc2cc3oc4ccccc4c3cc2OC)cc1,-1%,8%,19%,4%,-1.3%,5%,7%,0%
CCCOc1cccc(NC(=O)c2c(-c3ccccc3)noc2C)c1,45%[activator][38.3 µM],11%,-23%[46.1 µM],3%,0.0%,-1%,-4%,4%
CN(C)S(=O)(=O)Oc1ccc(C(=O)Nc2cccc(Cl)c2)cc1,21%,-11%,-18%,13µM*,2.5%,-3%,i,-1%
COc1cc2[nH]c(-c3ccc(C)cc3)cc(=O)c2cc1OC,0%&-4%,7%[88.7 µM],5%,?,0.7%&-0.5%,?,-12%,1%[39.9 µM]
CCC(CC)NC(=O)COC(=O)CCC(=O)c1cccs1,5%,0%,24%,16%,2.0%,2%,-7%,2%
Cc1cc(/C=C2/NC(=O)N(Cc3ccccc3F)C2=O)c(C)n1C(C)C,12%,7%,-22%,0%,0.9%,18µM*,-1%,-3%
O=C(NC1CCCC1)C(=O)N(c1ccccc1F)C(C(=O)NCC1CCCO1)c1cccs1 (stereo unspecified),30%,16%,-10%,nt,-0.1%,-6%,i,-3%
COc1cc2c(cc1OC)-c1cc(Nc3ccc4c(c3)OCCO4)nc(=O)n1CC2,37%[38.3 µM],5%,16%[46.1 µM],0%,-1.6%,?,?,-14%
Cc1cc(Nc2ccc(Cl)cc2)n(-c2cccc(Cl)c2)n1,41%[activator][38.3 µM],-10%,?,-15%,-1.0%,-1%,-1%,-5%
CCc1ccc(-c2nc(CN3CCCC(C(=O)O)C3)c(C)o2)cc1 (stereo unspecified),-5%[38.3 µM],11%,?,-6%,-2.7%,-7%,-12%,-4%
C=CCn1c(SCc2c(C)noc2C)nc2ccccc2c1=O,26%[38.3 µM],3%,16%[46.1 µM],-18%,1.0%,-4%,i,-1%
C/C(=N\NC(=O)C1CC1)c1ccc(NC(=O)c2ccc(Br)o2)cc1,-3%,10%,6%,22%,-1.3%,?,i,-8%
OCc1nc2ccc(Cl)cc2[nH]1,nt,4%,-12%,nt,0.1%,4%,-2%,nt
Cc1cc(C(F)F)n2nc(C(=O)Nc3cc(C)on3)nc2n1,3%[38.3 µM],5%,-1%[46.1 µM],-6%,-1.7%,-27%,0%,-1%
C/C(=N\OC(=O)c1ccc(C)cc1)c1sc(C)nc1C,21%[38.3 µM],1%,-20%[46.1 µM],-10%,4.6%,0%,i,-10%
COc1ccc(OCC(=O)N/N=C(\C)c2ccc(OC)cc2)cc1,8%,12%,0%,-8%,0.6%,2%,i,2%
COc1cccc(CN(C)C(=O)c2cccc(OC3CCN(C4CCCC4)CC3)c2)c1,14%,6%,4%,nt,-0.2%,-13%,i,nt
COc1ccc(C(=O)/C=C/c2cn(CC(O)CN3CCOCC3)c3ccccc23)cc1 (stereo unspecified),-4%,6%,27%,-51%[inhibitor],0.0%,?,-10%,1%
CCOc1cc(Br)ccc1S(=O)(=O)N1CC(C)OC(C)C1 (stereo unspecified),33%[activator][38.3 µM],2%,-17%[46.1 µM],-45%[inhibitor],-2.0%,-6%,?,-5%
Cc1ccc(C(=O)CSc2nnc(CNc3ccc(F)cc3)o2)cc1,6%,-2%,0%,-23%,-0.9%,0%,-2%,2%
O=C(NCc1cccnc1)c1ccc(CS(=O)(=O)c2ccc(Cl)cc2)o1,4%[38.3 µM],-7%,4%[46.1 µM],-29%,-3.6%,-3%,-7%,-7%
CC(C)C12CC[C@@]3(CC[C@H]4[C@@](C)(CCC[C@]4(C)C(=O)O)[C@@H]3C1)[C@@H](CN)C2,2%,5%[14.2 µM],nt,-3%[9.22 µM],nt,nt,nt,-2%[7.66 µM]
COc1cc(CN(C)Cc2ccccc2)cc(OC)c1O,6%[38.3 µM],10%,-12%[46.1 µM],8%,3.9%,?,9%,-2%
COc1ccc(CCNc2nc(-c3cccc(NC(C)=O)c3)cs2)cc1OC,12%,5%,14%,-26%,2.2%,-5%,i,0%
O=C(Nc1nnc(Cc2c[nH]c3ccccc23)s1)c1ccc(Cl)cc1Cl,-3%,19%,3%,-1%,0.0%,-3%,11%,-1%
N#CCCN(Cc1cccnc1)S(=O)(=O)c1ccc(S(=O)(=O)NC2CCCCC2)cc1,33%[activator][38.3 µM],-7%,7%[46.1 µM],11%,-1.0%,6%,2%,0%
COc1ccc(Oc2ncccc2NC(=O)c2cccc(C)c2C)cc1,nt,6%,38%,nt,-2.4%,-15%,-4%,nt
CC(C)CC(=O)NN(C)c1nc(-c2ccccc2)nnc1C(F)(F)F,17%[38.3 µM],-2%,-13%[46.1 µM],-24%,-2.6%,3%,i,-3%
CCOC(=O)C(=CNc1cc(C)nn1-c1ccc(C)cc1)C(=O)OCC,21%[38.3 µM],4%,?,?,-0.7%,2%,-13%,-2%
CCOC(=O)N=S(=O)(Oc1ccc([N+](=O)[O-])cc1)c1ccc(Cl)cc1 (stereo unspecified),16%,12%,-14%[46.1 µM],-15%,0.0%,-4%,0%,-4%
Cc1ccc(-c2noc(CCC(=O)NCCCN3CCN(c4cccc(Cl)c4)CC3)n2)cc1,30%[38.3 µM],-3%,-19%[46.1 µM],-43%[inhibitor],4.0%,3%,-10%,2%
COC(=O)[C@@H]1C[C@@]2(O)[C@H](O)[C@H](O)[C@H](O)C[C@H]2N1Cc1ccccc1OS(=O)(=O)c1ccc(C)cc1,-8%,5%&8%,14%,0%,1.0%&9.8%,6%&4%,i,1%
CC(=O)N1CCN(C(=O)c2cccc(S(=O)(=O)Nc3ccc(C)cc3)c2)CC1,10%[38.3 µM],6%,-2%[46.1 µM],2%,2.0%,0%,i,1%
CCN(CC)CCCN1C(=O)C(O)=C(C(C)=O)C1c1cccc(OC)c1 (stereo unspecified),13%[38.3 µM],3%,-5%[46.1 µM],18%,8.8%,3%,i,-4%
COc1ccc(N2CCN(CCNC(=O)CCNS(=O)(=O)c3cccs3)CC2)cc1,-9%[38.3 µM],-11%,-2%[46.1 µM],-17%,-5.8%,-3%,i,3%
CC(C)(C)c1cc(C(=O)NCc2ccccc2)ccn1,6%[38.3 µM],-12%,3%[46.1 µM],-35%[inhibitor],-1.9%,-14%,5%,1%
CC(C#N)Sc1nnc(Nc2ccccc2)s1 (stereo unspecified),1%,6%,4%,17%,0.9%,1%,0%,1%
